Screens: PubChem BioAssay, National Center for Advancing Translational Sciences (NCATS)
Epigenetic derep: epigenetic control regulation, reporter derepression. 280,000 tested, 0.2% active. Potency, µM (top dose mostly 53.9 µM), for the others: at the highest dose GFP activation, usual class: activators. murine LDR cells, GFP reporter derepression, 30 h; also: % of control where 0% means no effect; nearly all actives have a fitted effect of over 60% in size
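Readout is the number of GFP-expressing murine LDR cells, counted by cytometry following washing. Cells were treated with compound for 30 h at 37 C; the stably integrated CMV-GFP locus is normally silent.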
RECQ1 inh: inhibitors of human RECQ1 DNA helicase. P46063. RECQ1 DNA unwinding, red fluorescence kinetic read. Potency, µM (doses to about 57.3 µM), for inactives: top-dose activity, negative = inhibition, usual class: inhibitors. 240,000 tested, 0.54% active. AID 2549;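 also: plate controls were vehicle for no effect and no enzyme for full effect; nearly all actives have a fitted effect of over 30% in size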
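50 nM RECQ1T1 preincubated 15 min with compound in Tris pH 8.0 buffer with MgCl2, DTT, Tween-20 and 2.5 ug/ml poly(dI-dC); started with 200 nM TAMRA/BHQ-2 forked duplex and 2 mM ATP. Unwinding read as fluorescence (525/598 nm), two reads 2 h apart.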
SMN2 splice enh: increases expression of the SMN2 splice variant | HEK293 SMN2-luciferase splicing reporter, luminescence, 30-36 h | 210,000 tested, 2.8% active | Potency, µM (titrated, usually from 46.1 µM), for inactives: at the top dose activity change, positive = activation, most hits filed as activators; also: % of control where 0% means no effect; nearly all actives have a fitted effect of over 55% in size
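qHTS luciferase splicing reporter: luminescence rises when SMN2 exon 7 is included in transfected HEK293 cells. Compound exposure lasted 30-36 h at 37C, with 4.5 mM final sodium butyrate as control, followed by a ONE-Glo read.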
RGS12 GoLoco inh: RGS12 GoLoco-Gai1 interaction inhibition; P63096; Gai1:RGS12 GoLoco peptide FP, rhodamine, 10 min; Potency, µM (top dose mostly 61.6 µM), without a hit: top-dose activity, negative = inhibition, most hits filed as inhibitors; 230,000 tested, 0.44% active; AID 880; active = well fitted inhibition curve with a large enough effect, not every such curve was filed as active; inactive = no such curve, though single readings can be large or run the other way; also: % is scaled to controls: 0 for no effect and ±100 for the full control effect; nearly all actives have a fitted effect of over 30% in size; many of its hits are not listed in these tables
Target sequence (P63096 whole entry, looked up): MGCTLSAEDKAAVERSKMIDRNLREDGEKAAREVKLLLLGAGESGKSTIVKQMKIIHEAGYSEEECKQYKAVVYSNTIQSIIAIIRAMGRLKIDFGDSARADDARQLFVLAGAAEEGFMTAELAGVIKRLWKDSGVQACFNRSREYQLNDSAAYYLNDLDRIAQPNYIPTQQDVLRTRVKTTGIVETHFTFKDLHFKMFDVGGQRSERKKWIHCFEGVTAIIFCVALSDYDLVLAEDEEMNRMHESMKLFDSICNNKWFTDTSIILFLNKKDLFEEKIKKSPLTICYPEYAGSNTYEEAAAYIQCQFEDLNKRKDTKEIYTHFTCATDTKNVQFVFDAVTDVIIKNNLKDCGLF
* marks the source's active call; other numbers are inactive results; ? = inconclusive; / = not tested or not shown; [ ] = dose if it differs, or a comment. Unless noted, calls follow the shape of the dose curve; as a rule, active = well fitted curve in the direction sought with a large enough effect; inconclusive = small, poorly fitted or top-dose-only effect, or another doubt; inactive = no such curve, though single readings can be large; an effect the other way counts as inactive or inconclusive. Potency is read from the fitted curve at half-maximal effect. The list is partial (hit frequency here may not be typical).

[1] COC(c1ccccc1)(c1ccccc1)C(Oc1nc(C)cc(C)n1)C(=O)O (stereo not given)
[2] COc1ccc(CN2CCN(C(c3ccc(F)cc3)c3ccc(F)cc3)CC2)c(OC)c1OC
[3] COc1ccc(-c2ccc3cc(C(=O)O)ccc3c2)cc1C12CC3CC(CC(C3)C1)C2
[4] COc1ccc(CNC(=O)Nc2ccc3c(c2)N(C)C(=O)c2ccccc2S3)cc1OC
[5] Cc1ccc(Nc2nc3ccccc3c3nnc(C)n23)c(C)c1
[6] Cc1ccccc1C(=O)Nc1cccc(-c2nc3cccnc3s2)c1
[7] Cc1cccc(NC(c2ccccc2F)c2ccc3ccc(C)nc3c2O)n1 (stereo not given)
[8] CCC(Sc1nc2ccccc2c2nc(CCn3cncc3C)nn12)C(=O)Nc1cccc(OC)c1 (stereo not given)

| Compound | 1 | 2 | 3 | 4 | 5 | 6 | 7 | 8 |
| --- | --- | --- | --- | --- | --- | --- | --- | --- |
| Epigenetic derep | / | / | / | -4.2% | 1.1% | -3.4% | -1.1% | 0.0% |
| RECQ1 inh | / | / | / | / | / | / | / | / |
| SMN2 splice enh | / | / | / | / | / | / | / | / |
| RGS12 GoLoco inh | 4% | 4% | -3% | / | / | / | / | / |

[9] O=P(O)(O)OC(CO)CO
[10] COc1ccc(-c2cc(=O)c3c(OC)c(OC)c(OC)cc3o2)cc1OC
[11] Cc1ccc2nc(NCCN)c3ncc(C)n3c2c1
[12] CC1OC(OCC2OC(Oc3cc(O)c4c(c3)OC(c3ccc(O)cc3)CC4=O)C(O)C(O)C2O)C(O)C(O)C1O (stereo not given)
[13] NCCNC(=O)c1ccc(Cl)cn1
[14] CC(=O)O[C@H]1Cc2ccccc2N(C(N)=O)c2ccccc21
[15] Cc1ccccc1Cc1c(C)nc2c(-c3ccccc3)c(C)[nH]n2c1=O
[16] Cc1cccc2nc(-c3ccccn3)c(Nc3ccccc3)n12

| Compound | 9 | 10 | 11 | 12 | 13 | 14 | 15 | 16 |
| --- | --- | --- | --- | --- | --- | --- | --- | --- |
| Epigenetic derep | / | / | / | / | / | / | 0.8% | -0.7% |
| RECQ1 inh | -9% | -5% | 13% | -20% | 11% | -7% | / | / |
| SMN2 splice enh | / | / | / | / | / | / | -1% | -52%[inhibitor] |
| RGS12 GoLoco inh | / | / | / | / | / | / | / | / |

Further records follow.
Codes: A = Epigenetic derep; B = RECQ1 inh; C = SMN2 splice enh; D = RGS12 GoLoco inh
17	Cc1ccc(NC(=O)Cn2c(=O)n(CCC(=O)N3CCc4ccccc4C3)c(=O)c3ccccc32)c(C)c1
  A: -2.2%	B: /	C: 2%	D: /
18	COc1ccc(OCC(=O)Nc2cc(-c3nc4ccccc4s3)ccc2C)cc1
  A: -1.6%	B: /	C: ?	D: /
19	CCOc1ccc(NC(=O)Cn2cc(C(=O)c3cccs3)c3ccccc32)cc1
  A: -1.0%	B: /	C: -5%	D: /
20	Cc1ccnc(NC(c2cccc(O)c2)c2ccc3ccc(C)nc3c2O)c1 (stereo not given)
  A: 0.6%	B: /	C: -7%	D: /

In another format: entries from further up.
The line under a structure holds: Epigenetic derep | RECQ1 inh | SMN2 splice enh | RGS12 GoLoco inh
9. O=P(O)(O)OC(CO)CO
→ / | -9% | / | /
10. COc1ccc(-c2cc(=O)c3c(OC)c(OC)c(OC)cc3o2)cc1OC
→ / | -5% | / | /
11. Cc1ccc2nc(NCCN)c3ncc(C)n3c2c1
→ / | 13% | / | /
12. CC1OC(OCC2OC(Oc3cc(O)c4c(c3)OC(c3ccc(O)cc3)CC4=O)C(O)C(O)C2O)C(O)C(O)C1O (stereo not given)
→ / | -20% | / | /
13. NCCNC(=O)c1ccc(Cl)cn1
→ / | 11% | / | /
14. CC(=O)O[C@H]1Cc2ccccc2N(C(N)=O)c2ccccc21
→ / | -7% | / | /
15. Cc1ccccc1Cc1c(C)nc2c(-c3ccccc3)c(C)[nH]n2c1=O
→ 0.8% | / | -1% | /
16. Cc1cccc2nc(-c3ccccn3)c(Nc3ccccc3)n12
→ -0.7% | / | -52%[inhibitor] | /
17. Cc1ccc(NC(=O)Cn2c(=O)n(CCC(=O)N3CCc4ccccc4C3)c(=O)c3ccccc32)c(C)c1
→ -2.2% | / | 2% | /
18. COc1ccc(OCC(=O)Nc2cc(-c3nc4ccccc4s3)ccc2C)cc1
→ -1.6% | / | ? | /
19. CCOc1ccc(NC(=O)Cn2cc(C(=O)c3cccs3)c3ccccc32)cc1
→ -1.0% | / | -5% | /
20. Cc1ccnc(NC(c2cccc(O)c2)c2ccc3ccc(C)nc3c2O)c1 (stereo not given)
→ 0.6% | / | -7% | /
